Assay outcomes from PubChem BioAssay.
HIF activator: HIF pathway transcriptional activation; U2OS HRE-luciferase reporter, luminescence; normalized: DMSO 0%, desferrioxamine 100%; activation, % at 7.5 µM (by protocol); 300,000 compounds, 0.32% hits; AID 1910;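 active = mean activation of at least 10% of the iron chelator positive control signal, with at least half of replicates also reaching 10%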
aSyn 5UTR inh: 5' untranslated region of α-synuclein, MLPCN primary screen | alpha-synuclein 5'UTR reporter, inhibitor activity | inhibition, % (tested at 7.5 µM) | 300,000 compounds, 0.82% hits; in the data active = inhibition above about 60%;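 note: H4 neuroglioblastoma cells stably carrying SNCA 5'UTR luciferase fusion; 0% = DMSO wells and 100% = positive control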
Platelet DG rel: platelet dense granule release activity | human platelet-rich plasma, SFLLRN dense granule ATP release, luminescence | inhibition, %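 (compounds screened at 7.5 µM in platelet-rich plasma)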 | 300,000 compounds, 0.22% hits;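 active = mean replicate score, as percent of positive control, at or above 50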
HSP90 refold inh: blocks HSP90-mediated luciferase refolding in reticulocyte lysate; inhibition, % at 5.6 µM; Rabbit reticulocyte lysate, luciferase refolding luminescence, 3 h; AID 1789; 290,000 compounds, 0.91% hits;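 active = inhibition above the screen-wide mean plus 3 SD, computed separately per campaign, cut at about 16% in these data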;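 note: 0% = DMSO wells and 100% = 60 µM geldanamycin wells; inhibitors lower the luminescence because luciferase stays unfolded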
HSF1 inhib: HSF1 inhibition; NIH3T3-HGL HSE-luciferase, MG132-induced, luminescence 8 h; active compounds read low; activity change, negative = inhibition, % at 7.5 µM (by protocol); 300,000 compounds, 0.77% hits;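 active = more than half of replicate wells show activity change below -50%, luminescence cut by over half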;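 note: luciferase reports HSF-1 transcriptional activity via heat shock element; 0% = median of DMSO wells and -100% = zero luminescence signal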
HDAC3 inhib: blocks human histone deacetylase 3; recombinant HDAC3, fluorogenic peptide/trypsin coupled, fluorescence; inhibition, % at 8.3 µM; 320,000 compounds, 0.15% hits; AID 2718; in the data active = inhibition above about 26%, passing the limit was not always enough
Target sequence (O15379 whole entry, looked up): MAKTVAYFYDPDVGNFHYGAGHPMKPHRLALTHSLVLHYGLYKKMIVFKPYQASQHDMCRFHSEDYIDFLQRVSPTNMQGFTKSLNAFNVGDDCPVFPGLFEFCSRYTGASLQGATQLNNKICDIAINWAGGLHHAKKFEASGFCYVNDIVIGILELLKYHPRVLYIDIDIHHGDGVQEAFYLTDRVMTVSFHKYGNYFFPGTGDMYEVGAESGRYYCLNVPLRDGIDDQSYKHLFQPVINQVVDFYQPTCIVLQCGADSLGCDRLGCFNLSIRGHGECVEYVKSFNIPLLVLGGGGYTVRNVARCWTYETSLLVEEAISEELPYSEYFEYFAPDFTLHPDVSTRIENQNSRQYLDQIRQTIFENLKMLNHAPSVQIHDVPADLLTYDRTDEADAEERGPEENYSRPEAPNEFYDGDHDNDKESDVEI
IEC-6 cytotox: IEC-6 cytotoxicity, counter-screen for KLF5 inhibitors; inhibition, % at 5 µM; luminescence viability; AID 1825; 290,000 compounds, 0.78% hits; in the data active = inhibition above about 22%;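 note: 0% = plate median of test compound wells and 100% = cytotoxic reference compound wells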
KLF5 inhibitor: suppresses KLF5 promoter-driven expression; DLD-1 KLF5 promoter-luciferase reporter, luminescence; inhibition, % at 5 µM; 290,000 compounds, 0.23% hits;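 active = inhibition above a per-plate limit of that plate's mean compound inhibition plus 3 SD, cut at about 60% in these data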;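 note: 0% = DMSO wells and 100% = LY294002 at 200 µM; higher means less KLF5 promoter-driven luciferase light; inactives centre near -14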
HSF1 activator: increases HSF-1 driven luciferase reporter signal. 300,000 compounds, 1.7% hits. NIH3T3-HGL HSF-1 luciferase reporter, MG132, 8 h; 100% = twice DMSO control signal. activation, % at 9 µM;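 active = mean replicate activation of at least 50% with a set share of replicates each reaching 50%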;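 note: 0% = median of the neutral control wells and 100% = twice that signal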
AI-2 QS modul: modulators of Vibrio harveyi AI-2 quorum sensing system | Vibrio harveyi JMH597 AI-2 luminescence/OD600 ratio, 9 h; active compounds read low; strain lacks LuxN and CqsS sensors; 0 = neutral-control median | activity change, % at 7.5 µM | 300,000 compounds, 0.4% hits | AID 2094; in the data active = activity change below about -75%, passing the limit was not always enough;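 note: luminescence divided by OD600 gain over 9 h not by final OD600 alone; inactives centre near 13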
The depositor's hits bear a star; . = no result given; & = joins results of further samples.

SMILES	HIF activator	aSyn 5UTR inh	Platelet DG rel	HSP90 refold inh	HSF1 inhib	HDAC3 inhib	IEC-6 cytotox	KLF5 inhibitor	HSF1 activator	AI-2 QS modul
Nn1c(SCC(=O)Nc2ccc(S(N)(=O)=O)cc2)nnc1C(F)(F)F	-0.1	2	-2	-1	3	-6	-2	-19	8	7
CCCCN(CC)CCCNC(=O)c1cn(CC)c2ccc(S(=O)(=O)N3CCc4ccccc4C3)cc2c1=O	-3.0	12	1	-3	-10	1	3	-24	-6	-5
COc1cccc(/C=N/n2c(SC)nnc2-c2ccccc2)c1O	1.8	-13	-2	3	1	-5	1	2	-6	16
CCC(O)C1CCN(C(=O)c2ccc(OC3CCN(Cc4ccccn4)CC3)cc2)CC1 (centres undefined)	-0.5	-5	6	2	-10	2	4	-19	-23	1
COc1ccc(-c2ccc(-c3nc4ccc(C)cn4c3NC3CCCCC3)cc2OC)cc1	-1.2	0	-1	.	2	-4	.	.	-8	25
CC(Oc1ccc(F)cc1)C(=O)Nc1cc(S(=O)(=O)N2CCOCC2)ccc1N1CCCC1 (centres undefined)	-0.1	-9	6	-3	10	4	-3	-9	26	-5
CCOC(=O)C1=C(C)NC(=S)N(C(C)=O)C1c1ccc(OC)c(OC)c1 (centres undefined)	0.1	-24	-3	6	4	9	1	-17	21	2
Cc1noc(NS(=O)(=O)c2ccc(N/C=C/C(=O)c3cccnc3)cc2)c1C	.	13	-5	1	-6	.	-3	25	3	23
COCCSc1ccccc1C(=O)NCc1ccc2c(c1)OCO2	0.5	6	-1	-5	-3	1	2	-19	10	0
O=C(Nc1cccc(C(=O)Nc2ccc(F)cc2F)c1)c1ccccc1	-1.6	-25	0	-2	2	-1	0	-41	8	13
CO/N=C/c1ccc(Oc2ccc(C)cc2)c([N+](=O)[O-])c1	2.2	-90	3	3	7	1	5	-28	21	-6
CCOC(=O)c1c(-c2ccc(C)cc2)csc1NC(=O)c1ccc(N2C(=O)CCC2=O)cc1	-0.2	-13	8	-4	-3	-5	-7	-41	-11	12
COc1ccc(-n2nnnc2/C=C\Nc2ccc(C)cc2)cc1	-0.6	-6	-15	0	0	3	-1	-9	8	6
Cc1n[nH]c(=O)c2c(NC(=O)CSc3ccccc3F)oc(C)c12	0.4	-9	3	.	-2	3	.	.	7	27
Cc1c(-c2ccccc2)cnc2c(C)cccc12	0.4	11	20	.	6	5	.	.	39	1
Cc1cc(NC(=O)CN2CCc3ccccc3C2)nc2c1c(=O)oc1ccccc12	0.1	-10	-15	6	-1	9	5	-11	4	19
C=CCn1cccc(C(=O)Nc2ccc(OC)c(OC)c2)c1=O	0.2	-27	-5	0	0	2	2	-21	-1	27
Cc1cc(C)c(OCC(=O)OC(C)C(=O)NC2CC2)c(C)c1 (centres undefined)	-0.3	2	-5	0	2	-2	-1	-6	-1	50
CN(C)NC(=S)Nc1cccc(C(F)(F)F)c1	-0.2	6	0	-1	-4	1	-2	-35	6	5
O=C(CCCCCN1C(=O)c2ccccc2C1=O)Nc1ccccc1	0.2	-8	-5	2	-2	-2	-4	-18	-6	8
O=S(=O)(c1ccccc1)c1cnc(-c2cccnc2)nc1-c1ccccc1	0.0	20	-10	3	-1	3	4	-29	1	34
O=S(=O)(c1ccc2nc(COc3ccccc3)[nH]c2c1)N1CCOCC1	-0.1	-49	10	2	0	-1	-4	-4	3	14
COc1ccccc1CNC(=O)C(NS(=O)(=O)c1ccc2c(c1)oc(=O)n2C)C(C)C (centres undefined)	.	-32	13	-1	-4	2	-7	-16	3	-2
COc1ccc(-c2nc(CS(=O)CC(=O)NC3CCCC(C)C3C)c(C)o2)cc1OC (centres undefined)	-0.3	16	12	3	5	0	13	-28	18	.
CCCC(C)C(=O)Nc1ccc(F)c(Cl)c1 (centres undefined)	-0.3	-20	12	7	0	6	1	-19	8	18
COCCNC(=O)C(=O)NCCN1CCNCC1	-0.9	2	2	34*	2	3	1	10	-8	7
Cc1noc(C)c1C(=O)OCC(=O)Nc1cccc(S(N)(=O)=O)c1	-0.1	18	-3	-5	-4	3	-4	-13	-24	-16
CC(/C=N/n1c(COc2ccccc2)n[nH]c1=S)=C\c1ccccc1	-0.2	-13	2	5	4	5	5	-20	0	28
Cc1ccc(Nc2nc(N)nc(CSc3ncccn3)n2)cc1	2.1	-132	-2	4	31	-6	3	-144	66*	8
Cc1ccsc1C(=O)NNC(=S)NCC(C)C	0.0	-1	5	2	-3	2	-3	-3	15	29
CC(=O)NC1C2CN3CCN(C2)CC1(Cc1ccccc1)C3 (centres undefined)	-2.6	8	-2	-2	-3	.	-3	-33	-9	12
COc1ccc(OC)c(/C(C)=N\NC(=O)c2cc3cc(Cl)ccc3n2C)c1	-1.1	-215	-1	1	1	2	1	6	10	8
CN1CCN(S(=O)(=O)c2ccc3c(c2)NC(=O)CS3)CC1	0.4	-4	-2	4	1	0	-3	-8	-2	18
COc1cccc(NC(=O)COC(=O)c2nc3nccc(C)n3n2)c1	-0.1	-9	0	0	-8	-7	5	1	0	26
CC(C)n1c(/C=C/[C@@H](O)C[C@@H](O)CC(=O)O)c(-c2ccc(F)cc2)c2ccccc21	-2.6	64*	-3	-2	17	-7	8	-40	12	17
COc1ccc(OC)c2[nH]c(=O)c(CCNC(=O)C3CCCCC3)cc12	0.0	-9	-3	6	5	2	-3	-18	-6	22
O=C(Cn1cnc2scc(-c3cccc([N+](=O)[O-])c3)c2c1=O)NCc1ccco1	-0.2	-1	-7	0	15	1	6	17	32	2
CCOC(=O)N1CCN(C(=O)c2ccccc2SCC(=O)NCC2CCCCC2)CC1	0.4	-18	-1	.	7	3	.	.	8	16
CCc1cc(C)c(O)c(CC)n1	0.0	1	-6	-3	-4	-10	-6	-24	12	2
O=C(N=Nc1c(O)[nH]c2ccccc12)c1cccs1	0.3	-74	5	3	25	2	3	-42	76*	11
COc1ccc(OC)c(CCNC(=O)CCc2nnc3ccc(N4CCCC4)nn23)c1	.	-18	-3	-2	-1	-4	-3	-8	3	28
CCOC(=O)c1[nH]c2ccccc2c1NC(C)=O	-0.4	-38	-2	.	-5	-7	.	.	3	-5
O=C(Cc1ccccc1)NN1C(=O)/C(=C/c2ccccc2C(=O)O)SC1=S	-0.2	-20	0	-3	3	1	-2	-15	6	6
N#Cc1cccc(N=c2ssnc2Cl)c1	-0.4	0	-7	3	5	.	6	-12	17	6
NC(=O)CS(=O)(=O)c1nc2ccccc2n1CC(=O)N1CCCCC1	-0.2	9	1	3	-5	-1	-3	-3	9	10
COc1ccc(NC2=C(C(C)=O)C(c3ccc4c(c3)OCO4)C(C(C)=O)C(C)(O)C2)cc1 (centres undefined)	0.2	20	-2	-2	-32	-4	2	2	-37	7
COc1ccc(NS(=O)(=O)c2cccc(-c3nnc(-c4ccccc4)o3)c2)cc1	0.4	-24	-6	1	1	-1	-3	-22	2	16
Cn1c(CNC(=O)CNC(=O)c2ccc(F)cc2)cc(=O)n(C)c1=O	-0.1	18	-12	0	-6	-4	7	-21	-8	0
Cc1ccc(C)c(N2CCN(C(=O)C3CCC3)CC2)c1	-0.6	-13	4	-4	-3	-4	-2	-8	11	-2
O=C(Nc1ccc(S(=O)(=O)N2CCOCC2)cc1)c1ccc(CN2CCc3ccccc3C2)cc1	0.8	-15	-16	0	4	4	16	5	-4	30
Cc1ccc(NC(=O)C2(N(CC(C)C)C(=O)Cn3nnnc3N)CCCCC2)cc1	-1.0	-19	1	2	4	8	3	-19	9	12
CC(C)(CC(=O)O)CC(=O)N1CCN(c2nc3cc(Cl)ccc3s2)CC1	0.9	-12	0	-3	-1	6	4	-55	12	18
Cc1c(CC(=O)NCCC(=O)O)c(=O)oc2cc3occ(-c4ccccc4)c3cc12	0.9	6	4	-2	-3	1	-2	-16	-3	20
Cc1oc2cc3oc(=O)c(CC(=O)O)c(C)c3cc2c1-c1ccccc1	-0.1	14	0	0	-4	11	3	-39	-4	23
O=C(NCC(c1ccco1)N1CCCC1)c1sc2ccccc2c1Cl (centres undefined)	0.3	5	-5	-2	-1	6	1	-49	1	20
CNS(=O)(=O)c1cc(O)c2c(S(=O)(=O)NC)cccc2c1	-0.4	12	-4	4	-3	2	2	-11	-3	25
CCCCC(C(=O)NC1CCCC1)N(C(=O)c1snc(C(N)=O)c1N)c1ccc(OCC)cc1 (centres undefined)	-0.3	22	-5	-4	16	1	-5	13	19	-9
CCOc1ccc(-c2nnc(N(CC)C(=O)C3CCC3)s2)cc1	1.9	-102	-4	-1	14	6	8	-32	22	4
COc1ccc(NS(=O)(=O)c2ccc3[nH]c(=O)[nH]c3c2)cc1	-1.9	3	-1	-1	-4	0	3	-5	-8	-3
CC(C)c1nc2sc3c(c2c(=O)n1N)CC(C)(C)OC3	-0.2	17	2	0	-1	1	-2	-10	-9	12
(listing goes on)
SMILES	HIF activator	aSyn 5UTR inh	Platelet DG rel	HSP90 refold inh	HSF1 inhib	HDAC3 inhib	IEC-6 cytotox	KLF5 inhibitor	HSF1 activator	AI-2 QS modul
Cc1nc2ccc(NC(=O)COc3ccccc3C)cc2s1	1.6	-25	-1	-2	-2	-1	3	-36	3	6
O=C(N/N=C/c1coc2ccccc2c1=O)c1cc(Br)ccc1O	0.3	7	-19	-4	-1	1	3	-38	-3	12
CCCC[C@@H]1CNC(=O)C(=O)N1CCc1cccc2ccccc12	0.8	0	2	.	-69*	-9	.	.	-75	13
FC(F)(F)c1cccc(Cc2noc(CN3CCCC3)n2)c1	0.5	-7	0	-1	3	-1	0	-7	-4	-1
c1ccc2[nH]c(-c3ccncc3)nc2c1	1.5	-38	1	-4&4	8	8	8&14	-61&-20	12	11
O=C1NCCCC1C(=O)N/N=C/c1ccc(Cl)cc1 (centres undefined)	0.2	-20	18	-2	-2	1	1	19	5	-49
CCn1c(=O)c(=O)[nH]c2cc(C(=O)Nc3ccc(S(=O)(=O)N4CCCC4)cc3)ccc21	-0.3	-25	-8	1	-4	0	2	-15	18	15
CCN(CC)CCNC(=O)c1cn(-c2ccccc2)nc1-c1cccs1	-0.1	-15	-2	2	2	-6	-2	-53	-9	2
CC(=O)Nc1ccc(S(=O)(=O)N2CCN(Cc3ccccn3)CC2)cc1	0.0	8	-7	6	-3	-1	-3	-30	-5	25
Cc1ccc(NC(=S)N(CCN(C)C)C(C)c2ccco2)cc1C (centres undefined)	-0.3	-38	-14	-4	-2	-12	8	-3	15	29
CCCCN(c1ccccc1)S(=O)(=O)c1cccc(C(=O)O)c1	-0.1	10	0	1	2	-6	2	5	0	0
CCOc1ccc(NC(=O)C2CCCN(C(=O)NCc3ccccc3)C2)cc1 (centres undefined)	0.5	-4	-3	-4	16	1	2	-78	47	20
O=C(NC1CCCCC1)c1cc([N+](=O)[O-])ccc1N1CCOCC1	-0.2	0	11	3	0	8	2	-5	-10	-1

Not a retest: entries from further up.
SMILES	HIF activator	aSyn 5UTR inh	Platelet DG rel	HSP90 refold inh	HSF1 inhib	HDAC3 inhib	IEC-6 cytotox	KLF5 inhibitor	HSF1 activator	AI-2 QS modul
CCOc1ccc(NC(=O)C2CCCN(C(=O)NCc3ccccc3)C2)cc1 (centres undefined)	0.5	-4	-3	-4	16	1	2	-78	47	20
O=C(NC1CCCCC1)c1cc([N+](=O)[O-])ccc1N1CCOCC1	-0.2	0	11	3	0	8	2	-5	-10	-1

Printed as active in HSP90 refold inh, among the entries above:
| SMILES | aSyn 5UTR inh | Platelet DG rel | HSP90 refold inh | HSF1 inhib | HDAC3 inhib | KLF5 inhibitor | HSF1 activator | AI-2 QS modul |
| --- | --- | --- | --- | --- | --- | --- | --- | --- |
| COCCNC(=O)C(=O)NCCN1CCNCC1 | 2 | 2 | 34* | 2 | 3 | 10 | -8 | 7 |
